Source: PubChem (Broad Institute)
RAD52 inh: blocks human RAD52 DNA annealing. recombinant RAD52 DNA annealing, FRET fluorescence. inhibition, % at 18.7 µM. hit rate 0.46% among 360,000. AID 651710;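 active = every replicate showing at least 50% inhibition; inconclusive = mean inhibition at least 50% but not in every replicate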
Target sequence (P43351 whole entry, looked up): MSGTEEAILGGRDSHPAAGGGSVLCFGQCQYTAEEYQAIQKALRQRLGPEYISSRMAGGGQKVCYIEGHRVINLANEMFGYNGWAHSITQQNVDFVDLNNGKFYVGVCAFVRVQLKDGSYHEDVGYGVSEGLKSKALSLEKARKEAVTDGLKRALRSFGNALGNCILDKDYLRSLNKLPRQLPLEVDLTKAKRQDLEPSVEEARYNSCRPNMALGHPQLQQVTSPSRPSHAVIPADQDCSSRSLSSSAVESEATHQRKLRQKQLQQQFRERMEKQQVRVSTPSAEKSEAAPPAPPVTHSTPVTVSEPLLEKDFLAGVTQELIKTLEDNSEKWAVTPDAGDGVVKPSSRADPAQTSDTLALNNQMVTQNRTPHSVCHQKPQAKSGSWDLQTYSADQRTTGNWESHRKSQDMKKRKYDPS
Xi reactivation: X-chromosome reactivation activator | XiGFP mouse fibroblasts, % GFP-positive cells imaging, 3 d; cells co-treated with 5-aza-dC sensitizer; scaled so ellipticine positive control = 100% | AID 743238 | activation, % at 7.58 µM | hit rate 0.055% among 360,000;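 active = mean normalized replicate activation at least 10% and every replicate at or above 10%; inconclusive = only one of the two criteria met; inactive = mean below 10% and not all replicates reach 10%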;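 note: 0% = median of on-plate neutral control wells and 100% = ellipticine 6 µM median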
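System: SV40-immortalized XiGFP fibroblast cells, line 68-5-11 / Incubation: 3-day compound exposure, then 15 min fixation at room temperature / Compound: single concentration per compound, delivered by pin transfer / Buffer or medium: DMEM plus 5-aza-dC sensitizer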
S100A4 inh HTS: blocks human S100A4 binding to myosin IIA peptide. P26447. S100A4/TAMRA-MyoIIA peptide fluorescence polarization. inhibition, % at 10.7 µM. hit rate 0.14% among 360,000. AID 652163;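 active = mean inhibition of at least 70% across replicates, with every replicate also reaching that level; inconclusive = mean inhibition reaches 70% but some replicates fall short; inactive = mean inhibition below 70%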
Target sequence (P26447 whole entry, looked up): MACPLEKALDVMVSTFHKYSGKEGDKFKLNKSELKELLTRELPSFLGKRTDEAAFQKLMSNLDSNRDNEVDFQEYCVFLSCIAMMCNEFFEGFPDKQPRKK
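assay system = human S100A4 monomer with TAMRA-labelled myosin IIA peptide | also added = labelled myosin peptide probe, 5 nM | incubation = 5 min between mix addition and reading | control set = DMSO and TFP controls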
RAD54 inh: inhibitors of human RAD54 branch migration. Q92698. RAD54 Holliday junction branch migration, FAM/BHQ fluorescence. inhibition, % at 10.4 µM. hit rate 0.14% among 360,000;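 active = mean normalized replicate activity at least 40 and at least half of replicates scoring 40 or more; inconclusive = only one of the two criteria met; inactive = mean below 40 and under half of replicates reaching 40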;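 note: 0% = median of neutral control wells and 100% = median of positive control wells; inhibitors cause a drop in the FAM fluorescence signal; in these data hits start at about 50%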
esBAF inh: SWI/SNF esBAF complex inhibition | AID 602393 | reporter increase, % at 12.5 µM | mouse ES cells, Bmi1-luciferase knock-in reporter, 24 h; 100% = twice the neutral-well signal | hit rate 2% among 350,000; in the data active = activation above about 40%; inconclusive = no clear call, values can overlap the other calls;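 note: 0% = median of the plate's neutral control wells and 100% = double that signal; a rise in the Bmi1 reporter signal indicates esBAF inhibition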
E-selectin induc: induces E-selectin expression in human endothelial cells; AID 686992; HUVEC E-selectin immunofluorescence imaging; normalized: neutral wells 0, TNF-alpha wells 100; activation, % at 7.58 µM; hit rate 0.37% among 260,000;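 active = mean E-selectin-positive cell signal at least 10% of the positive control, reached in at least 60% of replicates, without over 20% cell loss; inconclusive = no rule given, readout overlaps actives, possibly toxicity-flagged; inactive = the rest, including those meeting only one limit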;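 note: in these data hits start at about 27%; measured in HUVEC primary endothelial cells; signal is the percent of cells scored E-selectin positive by PE staining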
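System: HUVEC / Compound: single concentration / Signal: immunofluorescence imaging / Read-out: percent E-selectin-positive cells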
ERp5 inh: inhibitors of human ERp5; ERp5 insulin aggregation, absorbance 650 nm, 90 min; hit rate 0.05% among 350,000; inhibition, % at 9.99 µM; AID 651711;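 active = mean replicate inhibition above about 25%, with every replicate also reaching it, limit read from the data, passing the limit was not always enough; inconclusive = only one of those two criteria met; inactive = neither criterion met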
Target sequence (Q15084 whole entry, looked up): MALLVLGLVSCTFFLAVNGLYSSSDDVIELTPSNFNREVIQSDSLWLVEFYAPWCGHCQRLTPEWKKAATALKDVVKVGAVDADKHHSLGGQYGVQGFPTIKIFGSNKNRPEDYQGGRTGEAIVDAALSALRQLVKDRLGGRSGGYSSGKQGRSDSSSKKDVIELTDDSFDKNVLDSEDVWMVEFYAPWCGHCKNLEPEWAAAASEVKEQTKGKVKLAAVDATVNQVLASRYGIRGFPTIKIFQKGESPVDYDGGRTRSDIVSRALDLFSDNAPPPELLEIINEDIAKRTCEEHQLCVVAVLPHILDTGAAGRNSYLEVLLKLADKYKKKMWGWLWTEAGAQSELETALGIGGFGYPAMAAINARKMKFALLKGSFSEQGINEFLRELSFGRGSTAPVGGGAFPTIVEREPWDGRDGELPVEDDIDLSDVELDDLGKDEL
ERAP1 inh: inhibitors of human ERAP1 aminopeptidase; AID 652197; hit rate 0.15% among 340,000; recombinant ERAP1, Leu-AMC fluorescence, 60 min; Q9NZ08; inhibition, % at 10.7 µM;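 active = mean replicate inhibition of at least 30%, or all replicates individually reaching that 30% level; inactive = mean below 30% and not every replicate reaching it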;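 note: 0% = neutral control wells and 100% = L-leucinethiol positive control wells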
An asterisk follows results filed as active; ? = inconclusive; . = no result given; & = joins results of further samples. Compounds as they come, and some 2.5% of all compounds hit somewhere here.

Value order: RAD52 inh | E-selectin induc | ERp5 inh | Xi reactivation | RAD54 inh | esBAF inh | ERAP1 inh | S100A4 inh HTS
1	CNC[C@@H]1OCCCC[C@@H](C)Oc2ccc(NS(=O)(=O)c3cn(C)cn3)cc2C(=O)N([C@H](C)CO)C[C@@H]1C
  -3 | 0.0 | 3 | 0.0 | -31 | -4 | 3 | 4
2	COc1ccc(OC)c(N/C=C/C(=O)c2ccccc2)c1
  -51 | 0.9 | 2 | 0.2 | -19 | -80 | 0 | 0
3	CN(Cc1ccccc1)c1nccn2ccnc12
  -24 | 0.1 | -2 | 0.2 | -2 | 4 | -3 | -2
4	Nc1cc2c3ccccc3ccc2c2ccccc12
  -6 | 0.1 | 7 | -0.1 | . | 79* | 1 | -5
5	COC(=O)c1cc2c(c3c4cc(OC)ccc4n(S(=O)(=O)c4ccccc4)c13)C(=O)N(C)C2
  -23 | -0.1 | 3 | -0.1 | . | . | -2 | -3
6	CN1c2ccc(-c3ccc(C#N)cc3)cc2[C@@H]2[C@@H](CCN2C(=O)Nc2ccccc2F)[C@@H]1CO
  24 | -0.1 | -1 | 0.0 | 7 | -13 | 0 | 2
7	Cc1ccc(C(=O)Nc2cc3ccccc3oc2=O)cc1
  -8 | . | -5 | 0.1 | . | -82 | -3 | 8
8	Cc1ccc(N2N=C(C(=O)O)CCC2=O)cc1Cl
  -14 | 0.0 | 2 | -0.1 | 4 | -3 | 0 | 1
9	COC(=O)[C@@]1(Cc2ccccc2)[C@H]2C(=O)N(Cc3ccccc3)C(=O)[C@H]2[C@H]2CN=C(SCc3ccc(Cl)cc3)N21
  -11 | -2.1 | 5 | 0.2 | 19 | 2 | 0 | 1
10	COc1ccc(S(=O)(=O)Nc2cccc3c2O[C@H](CN(C)S(=O)(=O)c2ccc(C)cc2)[C@H](C)CN([C@@H](C)CO)C3=O)cc1
  . | 0.1 | . | 0.4 | -11 | -3 | . | .
11	Cc1cc(SCC(=O)c2ccccc2)n2nc(C)nc2n1
  -18 | -0.4 | -2 | 0.0 | 3 | -4 | 1 | 1
12	O=C(Nc1ccc(OCC(=O)N2CCOCC2)cc1)Nc1cccc2ccccc12
  -21 | 11 | -2 | 0.3 | . | . | -2 | 6
13	O=C(Nc1ccc2c(c1)OCO2)N[C@H]1CC[C@@H](CCNC(=O)C2CCCC2)O[C@H]1CO
  7 | -0.1 | -4 | 0.0 | 4 | 2 | 1 | 13
14	Cc1ccc(Nc2c(-c3ccccn3)nc3cccc(C)n23)cc1
  10 | . | 1 | -0.2 | -3 | -33 | 0 | -1
15	CC(=O)N/C(=C\c1ccccc1)C(=O)OCC(=O)Nc1ccc(C)c(S(=O)(=O)N(C)C)c1
  -20 | . | 2 | 0.0 | -1 | 1 | 0 | 1
16	CCN1CCN(C(=O)c2cc(COc3ccc(C(C)=O)cc3OC)on2)CC1
  -7 | -0.3 | 2 | 0.0 | 0 | 71* | 1 | 0
17	COc1cc(/C=C2\SC(=S)N(NS(=O)(=O)c3ccc(C)cc3)C2=O)cc(OC)c1OC
  -4 | 0.2 | 0 | -0.2 | -15 | . | . | 1
18	O=C(Nc1cccc(Cl)c1)Nc1nnc(CC2=CCCCC2)s1
  -13 | . | 5 | 0.2 | -6 | . | 11 | -5
19	C=C[C@@H]1c2c(F)cccc2N(S(=O)(=O)c2ccc(C)cc2)[C@H](c2ccc(C(=O)OC)cc2)C1(C#N)C#N
  -24 | -0.1 | -3 | 0.0 | -12 | -2 | 0 | 13
20	CCS(=O)(=O)N1CCCCN2[C@H](C1)[C@H](c1ccc(-c3ccc(C#N)cc3)cc1)[C@@H]2CO
  -38 | -0.6 | 5 | 0.2 | -5 | 2 | 4 | 5
21	COc1ccc(S(=O)(=O)Nc2ccc3c(c2)CC(=O)N([C@@H](C)CO)C[C@@H](C)[C@@H](CN(C)S(=O)(=O)c2ccc(Cl)cc2)O3)cc1
  -12 | -0.1 | 4 | 0.4 | -3 | -4 | 0 | 5
22	O=C(CSc1ccc2nnc(-c3ccccn3)n2n1)Nc1ccc2c(c1)OCO2
  -10 | -0.7 | 6 | 0.0 | 7 | -4 | 9 | -4
23	COc1ccccc1-n1cnnc1SCC(=O)Nc1cccc(S(=O)(=O)N2CCCCC2)c1
  -26 | 0.4 | -4 | 0.0 | . | . | -3 | 7
24	COc1ccccc1CNS(=O)(=O)c1cc2c3c(c1)CCC(=O)N3CCC2
  -2 | . | 0 | 0.1 | . | 8 | 0 | 2
25	CC(=O)c1ccc(N2CCN(S(=O)(=O)c3cn(C)cn3)CC2)cc1
  -2 | . | 16 | 0.2 | 0 | -1 | -6 | 6
26	O=C(/C=C/c1ccc(Cl)cc1)c1ccc([N+](=O)[O-])o1
  -18 | -0.1 | 6 | ? | -7 | -73 | -2 | -1
27	CC(C)CCN1CCN(Cc2cccc3cccnc23)CC1CCO (configuration not stated)
  -3 | . | -1 | 0.2 | 2 | -3 | 2 | -4
28	C[C@@H]1CN([C@@H](C)CO)C(=O)c2cc(NC(=O)Cc3cn(C)c4ccccc34)ccc2O[C@@H]1CN(C)C(=O)Nc1ccc(C(F)(F)F)cc1
  -14 | 0.2 | 3 | -0.6 | -3 | -3 | -1 | 2
29	O=C(CSc1n[nH]c(-c2ccco2)n1)Nc1ccc(F)cc1
  -2 | . | -3 | -0.1 | 0 | 7 | -5 | 1
30	NS(=O)(=O)c1cccc(NC(=O)COC(=O)/C=C/c2ccco2)c1
  -12 | 2.1 | 7 | 0.1 | . | . | -4 | -1

No new results follow: entries from further up.
Value order: RAD52 inh | E-selectin induc | ERp5 inh | Xi reactivation | RAD54 inh | esBAF inh | ERAP1 inh | S100A4 inh HTS
29	O=C(CSc1n[nH]c(-c2ccco2)n1)Nc1ccc(F)cc1
  -2 | . | -3 | -0.1 | 0 | 7 | -5 | 1
30	NS(=O)(=O)c1cccc(NC(=O)COC(=O)/C=C/c2ccco2)c1
  -12 | 2.1 | 7 | 0.1 | . | . | -4 | -1

Further results follow:
Value order: RAD52 inh | E-selectin induc | ERp5 inh | Xi reactivation | RAD54 inh | esBAF inh | ERAP1 inh | S100A4 inh HTS
31	CCc1ccccc1NC(=O)c1ccc([N+](=O)[O-])s1
  -18 | . | 5 | 0.2 | . | . | 4 | -3
32	CC(C)NC(=O)N(C)C[C@H]1Oc2ccc(NC(=O)Nc3ccccc3)cc2C(=O)N([C@@H](C)CO)C[C@@H]1C
  12&8 | -2.5&0.4 | -1&4 | -1.4&0.1 | 7&-5 | -6&4 | -3&-3 | 1&-5
33	O=C(NCc1ccc(F)cc1)Nc1ccccc1
  -10 | . | 9 | 0.0 | -9 | 36 | -1 | -2
34	O=C(CSc1ccc(-c2ccc(F)cc2)nn1)NCC1CCCO1 (configuration not stated)
  -3 | 0.2 | 0 | 0.0 | 3 | . | 4 | 5
35	C[C@@H]1CCCCO[C@@H](CN(C)C(=O)c2ccccc2)[C@H](C)CN([C@@H](C)CO)C(=O)c2cc(NS(=O)(=O)c3ccc(F)cc3)ccc2O1
  -1 | -0.3 | 1 | 0.2 | -6 | 12 | -1 | 15
36	C[C@H](CO)N1C[C@H](C)[C@H](CN(C)S(=O)(=O)c2cn(C)cn2)Oc2ccc(NC(=O)Cc3ccccc3)cc2C1=O
  -9 | -0.1 | 7 | 0.3 | 5 | -1 | 2 | -8
37	CC(=O)Nc1ccc(OCC(=O)Nc2ccc(Cl)c(S(=O)(=O)N3CCOCC3)c2)cc1
  -6 | -0.3 | -1 | 0.2 | -3 | -14 | -1 | 0
38	Cc1noc(C)c1NC(=O)Nc1cccc2c1O[C@@H](CN(C)S(=O)(=O)c1cccs1)[C@@H](C)CN([C@@H](C)CO)C2=O
  5 | 0.0 | 2 | -1.3 | 0 | -5 | -3 | 8
39	CCOC(=O)c1cc(NC(=O)NC2CCCCC2)c(C)nc1C
  -14 | 1.6 | 4 | 0.0 | 7 | -10 | -2 | 5
40	Cc1noc(C)c1S(=O)(=O)Nc1ccc2c(c1)C(=O)N([C@@H](C)CO)C[C@H](C)[C@H](CN(C)S(=O)(=O)c1ccc(F)cc1)OCCCC[C@@H](C)O2
  -38 | 0.5 | 0 | 0.2 | -1 | 4 | 2 | 7
41	COc1ccc(CC(=O)Nc2nc(OCCN3CCCC3=O)cnc2-c2cccc(C(F)(F)F)c2)cc1
  -3 | 0.5 | -2 | 0.1 | -9 | 12 | -1 | -5
42	C=CC[C@@H](CC(=O)N(CCO)Cc1ccccc1)C(=O)N[C@H](COC(=O)[C@@H](CC=C)CC(=O)OC(C)(C)C)Cc1ccccc1
  -7 | . | 3 | 0.4 | -22 | 2 | 0 | -2
43	CCOC(=O)c1c(NC(=O)CN2C(=O)C(=O)N(CC(C)C)C2=O)sc(C)c1CC
  -3 | 1.3 | -1 | 0.0 | . | . | 1 | -4
44	CC1CCCCN1CCn1cnc2c([nH]c3ccccc32)c1=O (configuration not stated)
  -3 | . | 4 | 0.1 | 6 | 7 | 1 | -1
45	CC[C@@]1(C(=O)OC)N[C@H](CN(C)C(C)=O)[C@@H]2C(=O)N(Cc3ccccc3)C(=O)[C@@H]21
  -2 | 0.0 | -1 | -0.1 | -11 | 2 | 0 | -2
46	CCCN1C[C@@H](C)[C@H](OC)CN(C)C(=O)c2cc(NS(C)(=O)=O)ccc2OC[C@@H]1C
  . | 0.2 | . | 0.5 | -10 | 4 | . | .
47	COc1ccc(NC(=O)Nc2ccc3c(c2)C(=O)N([C@@H](C)CO)C[C@@H](C)[C@H](CN(C)S(=O)(=O)c2c(C)noc2C)OCCCC[C@@H](C)O3)cc1
  . | -0.2 | . | 0.0 | 3 | 4 | . | .
48	COc1ccccc1CC(NC(C)=O)C(=O)NC1CCN(C(=O)Nc2ccccc2C)CC1 (configuration not stated)
  -5 | 0.0 | 0 | 0.1 | 2 | 0 | 2 | -1
49	CN1C(=O)c2cc(NC(=O)c3cccc(C#N)c3)ccc2OC[C@H]2O[C@@H](CC(=O)NCCN3CCCC3)CC[C@@H]21
  18 | -0.1 | 0 | 0.3 | 2 | 3 | -8 | 6
50	Nc1ncnc2c1ncn2C1CCCC(CO)O1 (configuration not stated)
  1 | 0.4 | -8 | 0.0 | -12 | -15 | 0 | 3
51	C[C@H](CO)N1C[C@H](C)[C@H](CN(C)C(=O)Nc2ccccc2C(F)(F)F)OCc2ccccc2-c2ccccc2C1=O
  2 | 2.4 | 3 | -0.3 | 1 | 2 | -1 | 9
52	CNC[C@@H]1Oc2c(NC(=O)Nc3ccc4c(c3)OCO4)cccc2C(=O)N([C@H](C)CO)C[C@H]1C
  -3 | 0.0 | 0 | -0.3 | 7 | -18 | 0 | 2
53	S=C(NCCc1ccccc1)N1CCC2CC1c1c(Cl)cccc12 (configuration not stated)
  -6 | 0.0 | -3 | 0.0 | 2 | 1 | -1 | 3
54	CCCCCn1c(C(C)NC(=O)CCC)nc2ccccc21 (configuration not stated)
  12 | -0.4 | 1 | 0.6 | 8 | -3 | -4 | -2
55	CN1/C(=C/C(=S)NC(=O)C2CCC2)C(C)(C)c2ccccc21
  -24 | . | 1 | 0.0 | 0 | -43 | 2 | -64
56	Cc1ccccc1-c1ccc([C@H]2[C@@H](CO)N3C(=O)CN(C(=O)Nc4cccc(F)c4)C[C@@H]23)cc1
  -5 | 0.1 | 1 | 0.0 | . | . | 3 | -3
